# Screening results from PubChem.
# KKLEB cytotox = CF airway cell cytotoxicity counter-screen; KKLEB CF airway cells viability, ATPlite luminescence, overnight; hits give low values; cells stimulated with P. aeruginosa culture filtrate; activity change (cytotoxicity), % at 5 µM; 0.36% of 360,000 active;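 active means corrected activity change at or below -50% at 5 µM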
# iPSC survival up = hiPSC single-cell survival enhancement | ATPlite luminescence; 100% = ROCK inhibitor wells, 0% = DMSO | survival enhancement, % at 20 µM | 0.044% of 360,000 active | AID 602274; in the data active means survival enhancement above about 18%;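 further: cells exposed to compounds for 16 hours before the ATP read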
# aDG glyco up = alpha-DG glycosylation activation; 0.22% of 360,000 active; activation, % at 10 µM; Pro5-aDG cells, alpha-DG glycosylation AlphaScreen (IIH6); 0% Pro5, 100% B10-LARGE cell signal;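 active means activation of at least 8% versus controls, or a plate z-score of at least 8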;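 further: Pro5 are CHO cells carrying HIG-tagged alpha-DG that lacks glycosylation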
# MITF TRPM1 inh = inhibitors of MITF-driven TRPM1 promoter in melanoma cells. SK-MEL-5 TRPM1 promoter luciferase, 24 h. AID 488899. inhibition, % at 12.5 µM. 0.83% of 330,000 active;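 active means mean inhibition across replicates of 60% or more, whatever share of single replicates reaches that level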; further: values of inactives mirror those of a sister screen read the other way
# NR2E3 ag-1 = activates human photoreceptor nuclear receptor NR2E3. AID 2300. Q9Y5X4. GST-NR2E3/biotin-RetCOR TR-FRET, 1536-well. 0.12% of 320,000 active. inhibition of corepressor binding, % at 4.78 µM;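 active means percent inhibition above the cutoff of mean plus 3 SD of all tested compounds, set per screening campaign, cut at about 20% in these data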;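 further: 0% = DMSO wells and 100% = biotin wells as full block of FRET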
# Target sequence (Q9Y5X4 whole entry, looked up): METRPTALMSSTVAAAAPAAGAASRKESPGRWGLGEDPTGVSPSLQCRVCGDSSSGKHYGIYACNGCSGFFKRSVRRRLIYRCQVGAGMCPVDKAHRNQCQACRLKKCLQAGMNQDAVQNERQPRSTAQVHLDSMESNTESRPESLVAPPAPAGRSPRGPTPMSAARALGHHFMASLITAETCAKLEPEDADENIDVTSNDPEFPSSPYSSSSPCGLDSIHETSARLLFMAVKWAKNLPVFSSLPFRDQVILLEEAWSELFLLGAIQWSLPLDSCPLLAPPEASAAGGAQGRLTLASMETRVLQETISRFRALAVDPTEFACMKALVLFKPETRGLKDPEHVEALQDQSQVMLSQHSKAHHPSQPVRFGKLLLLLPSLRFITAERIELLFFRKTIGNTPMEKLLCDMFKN
#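 Format: 1536-well format; test system: GST-NR2E3 and biotin-RetCOR proteins; read-out basis: percent inhibition of TR-FRET ratio; timing: 5 h incubation at 4 °C; detection: time-resolved FRET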
# Peg3 promoter = inhibitors of Peg3 promoter; 1.7% of 360,000 active; inhibition, % at 20 µM; HeLa PEG-Prom luciferase reporter, luminescence, overnight;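 active means inhibition of at least 50% at 20 µM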
# HIF-2a block = HIF-2a inhibition; 786-0 RCC cells HIF-2a reporter, luciferase luminescence, overnight; inhibition, % at 18.8 µM; AID 624352; 0.72% of 360,000 active;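 active means inhibition of the luminescence signal of 40% or more relative to plate controls, in a single-dose primary screen at 18.75 µM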
# TWEAK Fn14 block = TWEAK-Fn14 signaling inhibition; TWEAK-stimulated Fn14 reporter cells, luciferase luminescence, 8 h; inhibition, % at 10 µM; 2% of 360,000 active; AID 1159606; in the data active means inhibition above about 50%
# CF NFkB inh = cystic fibrosis NF-kB activation inhibition | AID 588850 | KKLEB NF-kB-GFP reporter, PAF-induced, GFP fluorescence overnight | 0.86% of 360,000 active | inhibition, % at 5 µM;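 active means at least 50% inhibition at 5 µM, scaled per plate between neutral and stimulator controls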;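 further: PAF is a Pseudomonas aeruginosa culture filtrate used as stimulus; plate controls were PAF-stimulated DMSO wells for no effect and unstimulated DMSO wells for full effect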
# Shn3 3UTR inh = reduces Shn3 3'UTR luciferase signal in osteoblasts; Clone20 osteoblast Shn3 3'UTR firefly luciferase, 24 h; 0.52% of 360,000 active; inhibition, % at 12.5 µM;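 active means mean inhibition of at least 75% with every replicate also reaching 75%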;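 further: 0% = median of neutral control wells and 100% = pilot-screen positive control compound; some compounds past the cut are filed as inactive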
# NR2E3 ag-2 = human photoreceptor-specific nuclear receptor agonism | CHO-S Gal4-NCOR/VP16-NR2E3 two-hybrid, luciferase | AID 602229 | Q9Y5X4 | inhibition of corepressor binding, % at 3.98 µM | 0.35% of 360,000 active;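 active means inhibition above the mean of all tested compounds plus 3 SD, cut at about 70% in these data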;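 further: 0% = DMSO with NR2E3 transfected cells and 100% = cells lacking NR2E3 construct; higher means lower luciferase signal from less NR2E3 corepressor binding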
# Numbers without * were called inactive; / = not tested or not shown.
SMILES,KKLEB cytotox,iPSC survival up,aDG glyco up,MITF TRPM1 inh,NR2E3 ag-1,Peg3 promoter,HIF-2a block,TWEAK Fn14 block,CF NFkB inh,Shn3 3UTR inh,NR2E3 ag-2
Cc1ccccc1C(=O)Nc1cccc(NC(=O)c2cccnc2)c1,-6,-0.4,0.1,9,0,0,-11,-3,3,-3,0
O=C1C(SC(F)(F)C(F)F)=C(C(F)(F)F)OC2C3C=CC(C3)C12 (centres undefined),-10,-3.0,0.0,-7,1,4,9,-4,19,2,-7
COC(=O)c1nn(-c2nc(-c3cccc(OC)c3)cc(C(F)(F)F)n2)cc1[N+](=O)[O-],6,0.5,0.3,14,-3,-4,7,-23,-44,1,-2
Cc1ccc(S(=O)(=O)NC(=O)Nc2nnc(C3CC3)s2)cc1,1,-3.2,0.0,2,1,5,8,-9,6,-11,3
O=C(NC1=NCCS1)c1cc(Cl)ccc1Cl,1,-0.5,0.0,4,5,5,-11,9,0,1,-5
Cc1ccccc1C(=O)OCc1nnc(-c2ccc(Cl)cc2)o1,9,-2.3,0.0,-8,0,-101,-75,-16,0,-18,-17
Cc1ccc(S(=O)(=O)NNC(=O)Nc2cccc(C)c2C)c(C)c1,-1,-0.2,0.3,7,-2,15,8,-9,-9,14,-7
CC1(C)Cc2ccccc2C(/C(=N/O)C(N)=O)=N1,3,1.2,0.2,3,4,10,-1,0,16,-22,4
O=C(NCCN1CCOCC1)c1ccc(Cl)cc1[N+](=O)[O-],-13,-0.4,-0.2,8,2,-4,12,4,14,-14,-3
CCC1CCCCN1CCNS(=O)(=O)c1ccc2c(c1)CCN2C(C)=O (centres undefined),0,-1.5,0.2,-8,0,-2,16,3,-11,13,-33
COc1ccc(S(N)(=O)=O)cc1C(=O)NCC(C)(C)N1CCOCC1,1,0.1,0.0,10,1,10,8,10,4,-27,10
CCc1ccccc1NC(=O)CN(C)C(=O)CSc1nnc(Nc2ccc(C)cc2)s1,-4,-1.1,-0.1,11,-7,-10,-3,24,-18,-26,10
O=C(COC(=O)c1cccnc1Cl)Nc1ccc(S(=O)(=O)N2CCOCC2)cc1,-4,-0.8,0.2,1,/,-2,2,11,5,4,0
O=C(O)c1ccc(S(=O)(=O)N2CCOCC2)o1,-7,-0.5,0.1,-3,-1,8,1,5,-3,19,7
O=C(c1ccccc1)c1coc2c1C(=O)c1ccccc1C2=O,5,0.5,4.8,24,-2,-140,-114,68*,52*,-23,-28
NS(=O)(=O)c1cnccc1Oc1cccc(Cl)c1,5,0.3,-0.2,8,2,1,15,5,20,-9,-1
CN(CC(=O)Nc1ccccc1Br)C(=O)CCSc1ccc(F)cc1,20,0.6,0.2,1,2,0,-2,3,-38,11,-21
Cc1ccc(SCc2cc(=O)n(C)[nH]2)cc1,13,-1.0,0.8,-11,-3,-6,1,-3,-4,5,1
COC(=O)c1ccccc1OCCOCCOc1cccc2ccc(C)nc12,-8,-0.7,-0.1,-2,-1,16,15,8,8,-7,-1
Cc1nnc(N2C(=O)c3ccc(Br)cc3C2=O)s1,14,-0.7,-0.2,9,0,12,17,10,-1,3,9

# Shown with each value named: 2 of the compounds above.
CCc1ccccc1NC(=O)CN(C)C(=O)CSc1nnc(Nc2ccc(C)cc2)s1
  KKLEB cytotox = -4; iPSC survival up = -1.1; aDG glyco up = -0.1; MITF TRPM1 inh = 11; NR2E3 ag-1 = -7; Peg3 promoter = -10; HIF-2a block = -3; TWEAK Fn14 block = 24; CF NFkB inh = -18; Shn3 3UTR inh = -26; NR2E3 ag-2 = 10
O=C(COC(=O)c1cccnc1Cl)Nc1ccc(S(=O)(=O)N2CCOCC2)cc1
  KKLEB cytotox = -4; iPSC survival up = -0.8; aDG glyco up = 0.2; MITF TRPM1 inh = 1; NR2E3 ag-1 = /; Peg3 promoter = -2; HIF-2a block = 2; TWEAK Fn14 block = 11; CF NFkB inh = 5; Shn3 3UTR inh = 4; NR2E3 ag-2 = 0

# 3 entries out of the list above, arranged by their value in NR2E3 ag-1, descending.
canonical_smiles	NR2E3 ag-1
Cc1nnc(N2C(=O)c3ccc(Br)cc3C2=O)s1	0
O=C(c1ccccc1)c1coc2c1C(=O)c1ccccc1C2=O	-2
Cc1ccc(SCc2cc(=O)n(C)[nH]2)cc1	-3

# Continued.
SMILES,KKLEB cytotox,iPSC survival up,aDG glyco up,MITF TRPM1 inh,NR2E3 ag-1,Peg3 promoter,HIF-2a block,TWEAK Fn14 block,CF NFkB inh,Shn3 3UTR inh,NR2E3 ag-2
COCCCn1c(=O)c2ccccc2n(CC(=O)Nc2ccc3c(c2)OCCO3)c1=O,8,-0.2,0.0,9,-2,9,-1,17,-2,2,-36
COc1cc(C(=O)NNC(=S)NCc2ccco2)cc(OC)c1OC,9,-0.1,-0.2,15,2,15,16,-5,-15,5,13
CCOC(=O)[C@]12CCCC=C1N(Cc1ccc(Cl)cc1Cl)C(=O)[C@H](CC(=O)NCC1CCCCC1)C2,/,0.5,0.1,/,/,/,-6,13,/,/,2
O=C1C2CC=C(Cl)CC2C(=O)N1CCCCCCN1C(=O)C2CC=C(Cl)CC2C1=O (centres undefined),-1,-1.2,-0.1,-1,3,9,-14,-4,12,-2,-28
COCCn1c(C)cc(C(=O)COC(=O)c2ccc(-n3nc(C)cc3C)cc2)c1C,-3,-1.2,0.3,1,2,-22,3,10,-9,20,-27
CCCCOC(=O)c1ccc(NC(=O)c2c(Cl)ccc(Cl)c2OC)cc1,-2,8.4,3.0,-7,0,9,13,17,-20,19,-9
CC(C)Oc1ccc(F)cc1-c1cc(C(=O)NCc2ccc(C(F)(F)F)cc2)[nH]n1,11,-2.9,0.4,/,/,14,7,21,1,18,-8
Cc1c(C(=O)N2CCOCC2)oc2ccc(S(=O)(=O)N3CCCC3)cc12,2,-2.4,-0.1,-4,1,13,20,-6,4,-8,4
CC1(C)CC(=O)C=C(c2ccc(-c3ccc(S(C)(=O)=O)cc3)cc2)C1=O,7,1.3,0.1,/,/,-44,-62,-4,13,-15,-9
Nc1c(N(Cc2ccco2)C(=O)COc2ccc(Cl)cc2)c(=O)[nH]c(=O)n1Cc1ccccc1,-7,-2.5,0.1,2,/,1,1,7,8,-11,3
CCOc1ccc(NS(=O)(=O)c2ccc(OCC)c3ncccc23)cc1,-14,4.8,0.7,11,-3,34,12,27,13,39,25
CCN(CC)CCCN1C(=O)C(O)=C(C(=O)c2ccco2)C1c1ccc(C)o1 (centres undefined),3,-1.2,-0.1,4,-1,-27,-8,-12,-1,22,-8
O=c1oc2ccccc2n1CCCOc1ccccc1,-13,2.7,0.2,/,2,-194,-263,-21,-7,-37,-58
O=C1CCCC(O)=C1C=NCc1ccccc1,-5,-0.2,0.0,4,0,1,2,3,7,11,-1
CCCCSc1ccc2nc(-c3ccc(C#N)cc3)cn2c1,6,3.4,1.5,-5,1,-312,-207,38,-4,-22,-124
O=C(NNc1ccc([N+](=O)[O-])cc1)C12CC3CC(CC(C3)C1)C2,5,-2.8,0.0,-9,2,19,13,-9,-7,-3,-17
CNC(=O)C1=C(C)Nc2nc3ccccc3n2C1c1cccc(OC)c1 (centres undefined),3,0.1,-0.3,-1,-2,8,-13,-9,-36,-26,-7
CCCC(NS(=O)(=O)c1ccc(OC)cc1)C(=O)O (centres undefined),-9,-2.2,0.1,4,1,-3,-2,-19,0,2,2
O=C(COC(=O)c1cc(Br)ccc1O)Nc1ccc2c(c1)OCO2,-16,1.2,-0.1,-16,1,-39,-30,-30,-4,-7,11
CC(=O)Nc1ccc(NC(=O)CCc2nc3ccccc3c(=O)[nH]2)cc1,-12,0.3,0.1,-13,2,0,5,4,18,-16,-20
c1ccc2oc(-c3nn4c(Cn5cnc6ccccc65)nnc4s3)cc2c1,1,0.1,0.2,13,3,22,17,8,3,4,-3
CCN1CCc2c(C#N)c(N3CCCCC3)nc(NCc3ccccc3)c2C1,-24,-2.5,1.0,-21,-1,17,-8,-7,12,-2,-5
Cc1cc(C)nc(SCC(=O)NC(=O)c2ccccc2O)n1,-6,5.5,0.0,2,/,-6,10,-10,-9,1,9
O=C1CSC(c2cccc(F)c2)N1c1ccc(O)cc1 (centres undefined),-2,-2.5,-0.2,1,-2,4,22,-4,-4,-2,-12
O=C1c2ccsc2SCCN1Cc1c(F)cccc1Cl,0,0.8,0.0,-12,-1,-19,-21,18,-1,-13,-3
CCCCn1nc(C(=O)Nc2cc(S(=O)(=O)N(C)C)ccc2C)c2ccccc2c1=O,-22,-0.6,0.2,13,-3,11,14,-9,24,22,0
Cc1cc2nccc(-c3ccccn3)n2n1,1,-0.3,0.0,9,5,11,15,-1,-4,-2,-32
Cc1cc(C)n(-c2ccc(C(=O)Nc3ccc(N4CCOCC4)cc3)cc2)n1,3,-1.2,-0.3,5,-2,-7,7,-5,-2,22,-2
O=C(CSc1nnnn1-c1cccc2c1CCCC2)N1CCCC1,7,-2.6,0.5,14,-1,1,23,18,-4,10,-3
Cc1ccccc1C(=O)NN1CC(C(=O)OCc2ccc(Cl)c(Cl)c2)CC1=O (centres undefined),10,-0.4,0.0,0,-2,-8,-1,-2,0,-6,-12
COc1ccc(C(=O)NC2CCCc3c2cnn3-c2cccc(C)c2C)c(OC)n1 (centres undefined),-14,0.5,4.2,30,6,24,-15,58*,0,84,91*
CCn1ccnc1CNC(=O)CC1C(=O)NCCN1Cc1ccc(F)cc1Cl (centres undefined),-30,-0.2,0.6,-11,1,3,9,4,12,-16,11
O=C(CN1CCN(Cc2ccc3c(c2)OCO3)CC1)Nc1ccc2[nH]c(=O)[nH]c2c1,-2,-3.1,0.2,-11,/,-4,-1,-28,-21,1,-25
CN(C)CCNC(=O)c1ccccc1,21,1.7,-0.1,15,0,6,16,1,-2,2,-8
Cc1ccc(C(=O)NC(NC(=O)c2ccc(C)cc2)C(Cl)Cl)cc1,-3,3.8,0.9,13,1,14,20,16,4,57,23
S=C(c1ccc(-c2cccc(Cl)c2)o1)N1CCOCC1,-2,2.1,-0.1,-134,9,-327,-262,-15,8,-78,-116
CCCCn1c(SCC(=O)c2ccc(O)cc2O)nc2cc(S(N)(=O)=O)ccc21,12,2.9,-0.2,-9,1,15,8,15,-4,-4,-28
O=C(CN(C(=O)CNC(=O)c1ccco1)c1ccc(F)cc1)NC1CCCC1,-3,-0.6,0.0,-2,4,2,12,15,2,3,-13
COc1cc(CNC(=O)c2ccc(Cn3nc(C)c(Cl)c3C)o2)cc(OC)c1,6,3.3,0.2,4,1,18,25,-7,2,29,-14
COc1cc(C)c(S(=O)(=O)NCc2cccs2)cc1C,11,4.6,0.7,-5,1,7,13,-5,-8,-4,-33
CC(=O)Cn1cnc2c(cnn2-c2ccccc2)c1=O,-4,-0.2,-0.1,-16,3,-53,-40,4,-1,-12,-39
O=C(c1ccc([N+](=O)[O-])cc1)c1cc2ccc(O)cc2oc1=O,4,0.3,-0.1,15,-3,-11,-13,46,14,19,1
COc1ccccc1N1CCN(S(=O)(=O)Cc2ccccc2Cl)CC1,1,3.4,0.0,0,4,15,22,-7,9,7,-32
COCOCCn1cc(CN2CCS(=O)(=O)N(Cc3ccc(-c4ccc(C)cc4)cc3)C(CC(C)C)C2=O)nn1 (centres undefined),-3,4.4,0.2,/,/,12,12,-14,19,-3,-6
CCOc1ccc(C(=O)c2ccc(OCC)c(N)c2)cc1N,-14,3.8,-0.3,-25,-2,-89,-180,5,-1,-57,-187
